Compound activity as filed in PubChem BioAssay.
Growth percent in the NCI-60 one-dose screen (48 h, 10 µM unless noted): 100 = growth as untreated, 0 = no growth, -100 = all killed.
HT29 – HT29 colon cancer; 7.4% of 81,000 active
UO-31 – UO-31 renal cancer | 5.2% of 81,000 active
SW-620 – SW-620 colon cancer; 5.2% of 82,000 active
HCC-2998 – HCC-2998 colon cancer | 4.7% of 79,000 active
786-0 – 786-0 renal cancer cells; 5.1% of 81,000 active; AID 1794775
HCT-116 – HCT-116 colon cancer | 7.3% of 82,000 active
SN12C – SN12C renal cancer cells | 3.8% of 81,000 active | AID 1794767
TK-10 – TK-10 renal cancer cells. 3.9% of 81,000 active. AID 1794769
HCT-15 – HCT-15 colon cancer. 5.2% of 82,000 active. AID 1794746
* marks the source's active call; other numbers are inactive results; x = not tested or not shown. Rule for the calls: active = growth percent below 10; inactive = the rest.

[1] COC12C=C/C(=C(/C(=O)OCc3ccncn3)C(=O)CCCCCCCCC3(OC)C=C/C(=C(/C(=O)OCc4ccncn4)C(=O)CCCCCCCC1)O3)O2
[2] C=C(C)[C@@H]1CC[C@]2(NC(=O)Nc3ccccn3)CC[C@]3(C)[C@H](CC[C@@H]4[C@@]5(C)CCC(=O)C(C)(C)[C@@H]5CC[C@]43C)[C@@H]12
[3] N#CC1=C(N2CCOCC2)NC2c3ccccc3Sc3ccccc3N2C1=N (stereo not given)
[4] COc1ccc(-c2cc3ccccc3[nH]2)cc1
[5] CCOC(=O)C1(C(=O)OCC)C(C)CC(=O)N1c1ccccc1OC (stereo not given)
[6] CC[C@@]12CC(C(=O)OC)=C3Nc4cc5c(cc4[C@@]34CCN(C[C@H]3O[C@H]31)[C@@H]24)[C@@H]1[C@H](O5)[C@@H](O)[C@@]2(CC)CC(C(=O)OC)=C3Nc4cc(O)ccc4[C@@]34CCN1[C@@H]24
[7] CN(C)CCOc1nc2ccccc2c2c1-c1ccc(Cl)cc1C2=O
[8] N#Cc1c(Nc2ccc([N+](=O)[O-])cc2)nc2sc3cc(Cl)c(Cl)cc3n2c1=O

assay / entry	1	2	3	4	5	6	7	8
HT29	12	85	104	98	103	-14*	-34*	84
UO-31	-51*	67	73	87	87	-66*	-33*	54
SW-620	13	89	x	100	108	-71*	-61*	94
HCC-2998	-85*	90	104	99	109	-85*	-54*	96
786-0	-71*	78	104	104	104	-89*	13	91
HCT-116	-51*	72	97	99	112	-50*	1.7*	84
SN12C	-11*	85	103	91	110	-17*	11	85
TK-10	9.8*	90	97	140	114	-41*	-16*	150
HCT-15	-28*	84	104	101	96	-52*	5.6*	94

[9] CC(=O)N[C@H](CS)C(=O)O
[10] CC(C)C1=C[C@@]23CC[C@@H]4[C@](C)(CCC[C@@]4(C)C(=O)OCC#CCN4CCOCC4)[C@H]2C[C@@H]1[C@H]1C(=O)OC(=O)[C@H]13
[11] COc1ccc(-c2cncn2-c2ccc(-c3nc4cc(OC)c(OC)c(OC)c4s3)cc2)cc1OC
[12] CCOP(=O)(OCC)C(NC(=O)c1ccccc1)C1=NCCS1 (stereo not given)
[13] CCc1ccc2c(c1)N(CCO)C1=C(C(=O)OC1)C2c1ccccc1 (stereo not given)
[14] C=CCn1c(SCC(=O)Nc2ccc(OC)cc2)nnc1-c1ccc(Cl)cc1
[15] CNC(=O)c1cc(-n2ccc3cc(NC(=O)Nc4ccccc4)ccc32)ccn1
[16] CC(=O)CC(=O)Nc1ccc(NC(=O)CC(C)=O)c(C)c1

assay / entry	9	10	11	12	13	14	15	16
HT29	99	84	46	101	86	105	103	106
UO-31	88	74	33	76	89	73	75	98
SW-620	109	92	67	98	97	99	105	94
HCC-2998	107	109	110	107	x	100	117	95
786-0	102	98	59	103	97	104	96	96
HCT-116	109	83	42	98	89	91	98	102
SN12C	103	98	77	99	105	93	84	110
TK-10	105	91	52	105	92	98	97	104
HCT-15	103	77	54	102	72	74	91	109

[17] Cc1csc(NC(=O)c2ccc(C(=O)Nc3nc(C)cs3)cc2)n1
[18] O=C(NCCc1ccccc1)Nc1ccccc1Cl
[19] c1ccc2c(OCc3nc4ccccc4[nH]3)cccc2c1
[20] N#Cc1ccc(NC2c3ccccc3CC2O)cc1 (stereo not given)
[21] C[C@]1(CO)O[C@@H](n2cc(F)c(N)nc2=O)C[C@@H]1O
[22] Clc1ccc(Nc2nc(Nc3ccccc3)nc(Nc3ccc(-c4cc(-c5ccc(Cl)cc5)on4)cc3)n2)cc1
[23] CCOC(=O)c1ccc(Nc2ncnc3c2cnn3-c2cccc(F)c2)cc1
[24] Nc1cccc2ccc(Cl)nc12

assay / entry	17	18	19	20	21	22	23	24
HT29	106	100	79	110	55	-3.0*	103	96
UO-31	86	89	72	83	23	42	72	74
SW-620	106	111	107	x	54	39	100	94
HCC-2998	92	110	100	105	42	56	104	118
786-0	93	100	97	108	43	54	104	100
HCT-116	102	104	96	101	43	27	99	99
SN12C	99	104	97	107	31	64	95	96
TK-10	98	84	97	119	80	53	115	100
HCT-15	94	104	90	101	61	43	102	104

[25] CC(=O)Nc1ccc(/C=C/C(=O)O)cc1
[26] COc1ccc2nc(-c3ccc(Cl)cc3)cc(-c3nnc(SCC(=O)Nc4ccc(C(C)=O)cc4)o3)c2c1
[27] NS(=O)(=O)c1ccc(NC(=O)N2CCN(Cc3ccc(Cl)cc3)CC2)cc1
[28] Cc1nc(-c2ccc(Cl)cc2)ccc1-c1nnc(SCc2ccccc2)o1
[29] COc1ccc(C(=O)/C=C/c2ccc(OCc3ccc(C)cc3)c(OC)c2)cc1OC
[30] Cn1cc(CC(N)C(=O)O)c2ccccc21 (stereo not given)
[31] Cc1ccc(-c2n[nH]c(=O)c3noc(-c4ccc(C)cc4)c23)cc1
[32] c1csc(-c2cc3nc(N4CCOCC4)nc(-c4cccs4)n3n2)c1

assay / entry	25	26	27	28	29	30	31	32
HT29	108	94	119	107	69	105	6.9*	81
UO-31	88	96	76	89	59	73	20	76
SW-620	102	100	98	102	45	111	28	99
HCC-2998	109	98	98	98	91	108	70	104
786-0	105	53	107	99	84	97	48	87
HCT-116	96	73	95	100	25	96	32	89
SN12C	103	86	98	94	76	88	47	97
TK-10	111	87	129	131	117	106	x	91
HCT-15	102	90	104	100	34	96	33	86

[33] O=C1CCCCCCCCC(O)C(O)CCCC(c2cccs2)O1 (stereo not given)
[34] Cc1ccc2nc(-c3ccc(-c4n[nH]c(=S)n4-c4ccccc4)cc3)[nH]c2c1
[35] COc1cc(/C=C/c2nnc(-c3cc(-c4ccc(Cl)cc4)n[nH]3)o2)cc(OC)c1OC
[36] COC1C=C(C)Nn2c(nc3c(cnn3-c3ccccc3)c2=O)N1N (stereo not given)
[37] O=C1NN(c2ccccc2)C(c2cccnc2)=N/C1=C\c1ccc(Cl)cc1
[38] COC(=O)CNC(=O)[C@@H](OC)[C@@H]1Cc2cc3cc(OC4CC(OC5CC(O)C(O)C(C)O5)C(O)C(C)O4)c(C)c(O)c3c(O)c2C(=O)[C@H]1OC1CC(OC2CC(OC3CC(C)(O)C(O)C(C)O3)C(O)C(C)O2)C(O)C(C)O1 (stereo not given in full)
[39] CC(=O)O[C@H]1C(=O)N(Cc2ccncc2)C(=O)[C@@H]1OC(C)=O
[40] Cc1ccc(SC2=C(Sc3ccc(C)cc3)C(=O)c3ccccc3C2=O)cc1

assay / entry	33	34	35	36	37	38	39	40
HT29	114	108	x	106	97	3.8*	94	105
UO-31	75	100	72	76	76	11	105	56
SW-620	103	109	105	98	94	13	105	70
HCC-2998	118	124	107	102	94	-42*	99	x
786-0	99	96	95	103	103	-3.0*	103	97
HCT-116	90	105	67	93	96	3.5*	104	47
SN12C	106	102	82	93	97	14	96	90
TK-10	115	141	x	109	110	21	99	95
HCT-15	97	109	89	97	98	31	103	64

Taken from above:
In HCT-15, Cc1ccc(SC2=C(Sc3ccc(C)cc3)C(=O)c3ccccc3C2=O)cc1 has the entry 64
In 786-0, N#Cc1ccc(NC2c3ccccc3CC2O)cc1 (stereo not given) has the entry 108
In UO-31, Nc1cccc2ccc(Cl)nc12 has the entry 74
In HCT-15, COc1cc(/C=C/c2nnc(-c3cc(-c4ccc(Cl)cc4)n[nH]3)o2)cc(OC)c1OC has the entry 89
In UO-31, Cc1ccc2nc(-c3ccc(-c4n[nH]c(=S)n4-c4ccccc4)cc3)[nH]c2c1 has the entry 100
In SN12C, c1csc(-c2cc3nc(N4CCOCC4)nc(-c4cccs4)n3n2)c1 has the entry 97
In HCT-116, NS(=O)(=O)c1ccc(NC(=O)N2CCN(Cc3ccc(Cl)cc3)CC2)cc1 has the entry 95

Next structures
[41] O=C(O)c1ccc(-n2cc(CNc3cc(Cl)cc(C(F)(F)F)c3)c(-c3ccc(F)cc3)n2)cc1
[42] CN1CCC(Nc2ccc(C(=O)Nc3cc(-c4ccc5c(c4)OCO5)[nH]n3)cc2)CC1
[43] N#CC1c2ccccc2C=CN1S(=O)(=O)c1ccccc1 (stereo not given)
[44] CC(C(=O)O)c1ccc2c(c1)[nH]c1ccc(Cl)cc12 (stereo not given)
[45] CCN(CC)CCOC(COc1cc(C)cc(C)c1)COc1cc(C)cc(C)c1
[46] COc1ccc(-c2nc3ccccn3c2-c2nc3ccc(C)cc3[nH]2)cc1
[47] COC(=O)c1cc(O)c(=O)c2c(O)c(O)c(OC)cc2c1
[48] O=S(=O)(O)c1ccc2cccc3c2c1CC3

assay / entry	41	42	43	44	45	46	47	48
HT29	115	59	110	98	10	110	104	99
UO-31	84	40	84	91	32	94	76	90
SW-620	106	73	105	109	24	91	95	106
HCC-2998	110	80	101	112	17	102	100	97
786-0	102	78	110	91	45	96	100	94
HCT-116	93	56	108	101	7.1*	89	99	95
SN12C	99	66	100	102	29	100	91	91
TK-10	113	72	115	100	48	124	112	98
HCT-15	94	62	103	105	34	98	100	100

[49] Cc1ncc(CO)c(C)c1O
[50] CC1=C2C(=C[C@@](C)(CO)[C@@H]2O)/C(=N\N)[C@](C)(O)C12CC2
[51] COc1ccc(-c2nnc(SC/C(=N/O)c3ccccc3)n2-c2ccccc2)cc1OC
[52] O=C1COc2ccccc2C(=O)N1CCCCNc1ccccc1
[53] O=C(CSc1nnc(-c2cccs2)n1-c1ccccc1)Nc1ccc(F)cc1
[54] Cc1ccc2[nH]c(O)c(N=Nc3nc(-c4cc5ccccc5oc4=O)cs3)c2c1
[55] CC1(C)N=C(N)N=C(N)N1c1ccc(S(=O)(=O)Nc2nccs2)cc1
[56] CC(=O)CC(=O)Nc1ccc([N+](=O)[O-])cc1

assay / entry	49	50	51	52	53	54	55	56
HT29	112	-11*	97	82	101	120	102	100
UO-31	94	-29*	80	12	59	94	89	51
SW-620	105	-9.6*	110	92	97	105	98	96
HCC-2998	113	-77*	114	95	125	105	113	96
786-0	104	6.6*	102	71	103	36	99	100
HCT-116	108	19	92	77	86	82	100	88
SN12C	100	0.4*	95	58	96	94	95	91
TK-10	105	1.7*	123	x	108	111	86	104
HCT-15	101	-17*	98	91	94	97	103	98

[57] Cc1cc(C)c(-c2c(O)c(Br)c(-c3c(C)cc(C)c(Br)c3C)c(O)c2Br)c(C)c1Br
[58] O=c1cc(-c2ccccc2)[nH]n1-c1nc2ccccc2[nH]1
[59] Nc1[nH]c(=O)[nH]c(=O)c1N=Cc1ccccc1
[60] OC1(c2ccccc2)C(N2CCOCC2)=C(c2ccccc2)c2ccccc21 (stereo not given)
[61] CC(C)(C)CC(C)(C)n1nnnc1C(NC12CC3CC(CC(C3)C1)C2)c1ccccc1 (stereo not given)
[62] N#Cc1c(-c2ccc(Cl)cc2)cc(-c2ccccc2)nc1OCc1ccccc1
[63] Cc1ccc(Nc2ccc(O)c3c2C(=O)c2ccccc2C3=O)cc1
[64] O=S(=O)(NCCCNc1nccc(-c2c(-c3cccc(F)c3)nc3occn23)n1)c1ccc(F)cc1

assay / entry	57	58	59	60	61	62	63	64
HT29	2.4*	87	x	97	80	65	111	22
UO-31	-30*	38	114	85	82	66	x	31
SW-620	3.4*	32	118	97	99	84	99	68
HCC-2998	37	59	105	57	104	95	x	77
786-0	25	50	102	90	86	107	x	66
HCT-116	9.3*	32	108	102	67	54	x	34
SN12C	37	49	94	89	89	88	103	51
TK-10	12	63	110	98	95	98	101	57
HCT-15	10	31	105	92	85	36	106	58

[65] NS(=O)(=O)c1ccc(Nc2nc(=S)nc(Nc3ccccc3)[nH]2)cc1
[66] O=C(Nc1ccccc1)c1ccncc1
[67] O=C(Nc1ccccc1)c1sc(-c2cccc(C(F)(F)F)c2)cc1O
[68] N#Cc1c2ncccc2c2nnc3ccccc3n12

assay / entry	65	66	67	68
HT29	115	104	94	119
UO-31	89	77	78	93
SW-620	106	98	76	94
HCC-2998	110	129	98	104
786-0	103	98	90	102
HCT-116	116	98	68	103
SN12C	98	96	84	102
TK-10	109	107	97	109
HCT-15	105	96	69	93

A second format for 4 compounds above:
59. Nc1[nH]c(=O)[nH]c(=O)c1N=Cc1ccccc1
  HT29: x
  UO-31: 114
  SW-620: 118
  HCC-2998: 105
  786-0: 102
  HCT-116: 108
  SN12C: 94
  TK-10: 110
  HCT-15: 105
60. OC1(c2ccccc2)C(N2CCOCC2)=C(c2ccccc2)c2ccccc21 (stereo not given)
  HT29: 97
  UO-31: 85
  SW-620: 97
  HCC-2998: 57
  786-0: 90
  HCT-116: 102
  SN12C: 89
  TK-10: 98
  HCT-15: 92
61. CC(C)(C)CC(C)(C)n1nnnc1C(NC12CC3CC(CC(C3)C1)C2)c1ccccc1 (stereo not given)
  HT29: 80
  UO-31: 82
  SW-620: 99
  HCC-2998: 104
  786-0: 86
  HCT-116: 67
  SN12C: 89
  TK-10: 95
  HCT-15: 85
62. N#Cc1c(-c2ccc(Cl)cc2)cc(-c2ccccc2)nc1OCc1ccccc1
  HT29: 65
  UO-31: 66
  SW-620: 84
  HCC-2998: 95
  786-0: 107
  HCT-116: 54
  SN12C: 88
  TK-10: 98
  HCT-15: 36
